Compound activity from PubChem BioAssay.
EBI2 block: antagonists of human EBI2 receptor. P32249. EBI2 beta-arrestin recruitment, luminescence, 7a,25-OHC stimulated. inhibition, % at 5 µM. 0.81% of 360,000 active. AID 651636; in the data active means inhibition above about 38%;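 further: enzyme fragment complementation signal reports receptor beta-arrestin coupling in cells; 0% = agonist plus DMSO wells and 100% = wells without agonist; some results beyond the cut were filed as inactive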
Target sequence (P32249 whole entry, looked up, the tested form may be a part): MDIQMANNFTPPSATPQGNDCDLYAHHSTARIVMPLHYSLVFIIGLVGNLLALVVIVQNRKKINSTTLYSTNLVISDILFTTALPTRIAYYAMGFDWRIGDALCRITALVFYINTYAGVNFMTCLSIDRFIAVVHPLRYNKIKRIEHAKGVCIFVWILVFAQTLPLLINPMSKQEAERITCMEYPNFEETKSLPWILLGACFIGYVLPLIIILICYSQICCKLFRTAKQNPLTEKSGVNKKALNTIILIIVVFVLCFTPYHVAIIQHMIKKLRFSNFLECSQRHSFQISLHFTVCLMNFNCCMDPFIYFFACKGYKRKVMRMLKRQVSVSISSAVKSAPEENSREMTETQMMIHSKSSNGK
CCR6 antagonist: blocks CCL20-driven beta-arrestin recruitment at human CCR6 | CHO-K1 CCR6 PathHunter beta-arrestin, luminescence, CCL20-stimulated | 0.49% of 340,000 active | inhibition, % at 20 µM;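 active means compounds whose inhibition of the agonist-driven luminescence signal at 20 µM reaches about 50%, limit read from the data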;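 further: cells stimulated with CCL20 at 14 nM final; plate controls were DMSO with CCL20 for no effect and DMSO without agonist for full effect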
Target sequence (P51684 whole entry, looked up): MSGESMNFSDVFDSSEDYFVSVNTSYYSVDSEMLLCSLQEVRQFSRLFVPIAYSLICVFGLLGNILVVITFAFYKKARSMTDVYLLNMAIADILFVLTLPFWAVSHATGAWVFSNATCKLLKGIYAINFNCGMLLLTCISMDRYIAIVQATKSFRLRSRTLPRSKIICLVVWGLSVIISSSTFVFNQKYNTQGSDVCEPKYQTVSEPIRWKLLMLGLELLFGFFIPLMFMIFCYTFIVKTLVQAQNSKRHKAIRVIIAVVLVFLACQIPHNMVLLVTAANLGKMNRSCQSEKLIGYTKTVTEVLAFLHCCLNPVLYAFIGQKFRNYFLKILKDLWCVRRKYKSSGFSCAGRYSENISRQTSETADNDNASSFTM
* hit, by the source's call; . = not tested or not shown. Only part of the results is shown; count on the stated rates, not on these rows.

SMILES	EBI2 block	CCR6 antagonist
Cc1ccc(N(C(=O)CCl)C(C(=O)NC2CCCCC2)c2cccnc2)cc1C (configuration not stated)	.	1.9
COc1ccc(OC)c(CN2CCN(C(=O)c3cc(S(=O)(=O)N4CCOCC4)ccc3C)CC2)c1	.	5.6
CN(C(=O)c1ccc(Cl)cc1)c1ccc(OCC(=O)Nc2cc(C(=O)O)ccc2Cl)cc1	.	2.0
CCC(=O)Nc1nonc1-c1nc2ccccc2n1Cc1ccc(Cl)c(Cl)c1	.	7.2
Nc1c(O)ccc2c1C(=O)c1ccccc1C2=O	.	50.1*
Cc1cc(C)c(S(=O)(=O)Nc2cc(SCC(=O)O)c(O)c3ccccc23)cc1C	.	1.3
O=C(/C(=C/c1ccncc1)n1ccnc1)c1ccc(Cl)cc1Cl	.	-0.2
COC(=O)/C=C1\OCc2cc(C)ccc21	-3.8	.
CCOC(=O)[C@]12CCCC=C1N(Cc1ccccc1)C(=O)[C@H](CC(=O)N1CCCC1)C2	-8.9	.
Cc1ccc(CN2C(=O)CN(S(C)(=O)=O)CC2(C)C(=O)NC(C)C)cc1 (configuration not stated)	-1.1	.
COC(=O)/C=C1\OC(C2CC2)c2ccccc21 (configuration not stated)	-35.1	.
CCOC(=O)C1=CCC(c2cc3ccc(OC)cc3n2C(=O)OC(C)(C)C)NC1 (configuration not stated)	10.6	.
O=C(NCc1ccccc1)C(c1ccncc1)n1c(=O)c(-c2cc3ccccc3[nH]2)nc2ccccc21 (configuration not stated)	-5.7	.
CCOC(=O)N1CCN(C(=O)C[C@@H]2C[C@@]3(C(=O)OC)CC(C)(C)CC=C3N(Cc3ccco3)C2=O)CC1	3.4	.
CO[C@@H]1CN(C)C(=O)c2ccc(NS(=O)(=O)c3c(C)noc3C)cc2OC[C@@H](C)NC[C@@H]1C	-8.9	.
CC1(C(=O)Nc2ccc3c(c2)OCCO3)CN(S(C)(=O)=O)CC(=O)N1C1CCCCCC1 (configuration not stated)	-1.4	.
O=C(C(=O)N1CCC(Cc2ccccc2)CC1)c1cccs1	5.9	.
CC(C)(C)OC(=O)N1CCc2onc(-c3ccccc3[N+](=O)[O-])c2C1=O	-5.5	.
Cc1ccc(S(=O)(=O)N2C(c3ccc(Cl)c(Cl)c3)CC=C(C(=O)O)C2c2ccc(Cl)cc2)cc1 (configuration not stated)	7.7	.
COC(=O)C1C(=O)N(S(=O)(=O)c2ccc([N+](=O)[O-])cc2)c2ccccc21 (configuration not stated)	-0.4	.
Cc1cccc(C)c1NC(=O)C(c1ccncc1)N1CCN(CCN(C)C)CC1 (configuration not stated)	-0.2	.
COC(=O)C[C@@H]1CC[C@H](NS(=O)(=O)c2ccccc2F)[C@@H](CO)O1	-5.5	.
CN1C(=O)C(c2cn(C)c3ccccc23)(c2cn(C)c3ccccc23)c2cc(Br)ccc21	10.7	.
COc1cc2c(cc1OC)/C(=C/C(C)=O)OC2	0.2	.
COc1ncccc1C(=O)Nc1c(-c2ccccc2)[nH][nH]c1=O	6.2	.
O=C(C[C@@H]1C=C[C@H](NS(=O)(=O)c2ccccc2F)[C@@H](CO)O1)NCCCN1CCOCC1	-3.6	.
CCC(C(=O)NC(C)(C)C)n1c(-c2ccc(C)cc2)nc2ccccc21 (configuration not stated)	-2.8	.
O=C(NCc1ccc2c(c1)OCO2)OCc1ccccc1	4.4	.
COC(=O)[C@@]12C[C@@H](CC(=O)N3CCOCC3)C(=O)N(Cc3ccccc3)C1=CCC(C)(C)C2	-6.2	.
O=C(C[C@@H]1CC[C@@H](NC(=O)Nc2cccc(F)c2)[C@@H](CO)O1)NCC1CCCCC1	-2.2	.

Shown as a hit in CCR6 antagonist, of those listed so far:
SMILES	EBI2 block	CCR6 antagonist
Nc1c(O)ccc2c1C(=O)c1ccccc1C2=O	.	50.1*

Returning to the listing, repeating the 2 entries before the break.
SMILES	EBI2 block	CCR6 antagonist
COC(=O)[C@@]12C[C@@H](CC(=O)N3CCOCC3)C(=O)N(Cc3ccccc3)C1=CCC(C)(C)C2	-6.2	.
O=C(C[C@@H]1CC[C@@H](NC(=O)Nc2cccc(F)c2)[C@@H](CO)O1)NCC1CCCCC1	-2.2	.
COC(=O)[C@@]12C[C@@H](CC(=O)NCc3cccc4ccccc34)C(=O)N(Cc3cccc4ccccc34)C1=CCC(C)(C)C2	11.4	.
O=C(NCc1ccccc1)C1C(c2ccccc2)=Nc2ccccc2N1C(=O)c1cccnc1 (configuration not stated)	-7.8	.
COc1ccc(C(C(=O)Nc2ccc(F)cc2)N2CCN(CC(=O)N3CCCC3)CC2)cc1 (configuration not stated)	-3.9	.
O=C(Nc1ccc2c(c1)OCCO2)C(C1CC1)n1c(=O)c(-c2ccco2)nc2ccccc21 (configuration not stated)	0.7	.
Cc1ccc(S(=O)(=O)C[C@@H]2OC3CCCCC3N2S(=O)(=O)c2ccc(C)cc2)cc1 (some centres not stated)	3.3	.
CCOC(=O)c1noc2c1CCC2	-9.1	.
CC(C)(C)N1C(=O)c2ccccc2NC(=O)C1C(=O)NCCc1ccccc1F (configuration not stated)	-4.2	.
CCCCNC(=O)C1C(c2ccccc2)=Nc2ccccc2N1C(=O)c1ccc(C)cc1 (configuration not stated)	11.4	.
CCCCCNC(=O)C(c1ccc(C(F)(F)F)cc1)n1c(=O)c(-c2ccco2)nc2ccccc21 (configuration not stated)	8.8	.
CC(C(=O)NC(C)(C)C)n1c(C(c2ccccc2)c2ccccc2)nc2ccccc21 (configuration not stated)	1.0	.
COCC(=O)N[C@H]1CC[C@@H](CC(=O)OC)O[C@@H]1CO	4.2	.
COC(=O)C[C@H]1C=C[C@@H](NC(=O)Cc2cccnc2)[C@@H](CO)O1	-5.8	.
CC(C)NC(=O)C1(C)CN(S(C)(=O)=O)CC(=O)N1CCc1ccccc1F (configuration not stated)	-2.9	.
Cc1ccc(-c2nc3ccccc3n2C(C(=O)NC(C)(C)C)C2CC2)cc1 (configuration not stated)	-0.2	.
COc1cc2c(cc1OCc1ccccc1)/C(=C/C(=O)OCc1ccccc1)OC2	21.0	.
O=C(NC1CCCCC1)C(C1CC1)n1c(=O)c(-c2ccccc2)nc2ccccc21 (configuration not stated)	11.6	.
O=C(NCc1ccccc1)C(c1ccco1)N1CCN(C(=O)C2CCCO2)CC1 (configuration not stated)	1.2	.
CSCc1cc(C(=O)NCCN2CCOCC2)c(N)s1	-1.7	.
CCOC(=O)[C@]12CCCC=C1N(CCC1=CCCCC1)C(=O)[C@H](CC(=O)N1CCOCC1)C2	-9.6	.
O=C(N[C@@H]1CC[C@@H](CCn2cc(-c3ccccc3)nn2)O[C@@H]1CO)c1cnccn1	0.3	.
O=C(Nc1ccc2c(c1)OCCO2)C(c1ccccc1F)n1c(=O)c(-c2ccco2)nc2ccccc21 (configuration not stated)	5.6	.
O=C(C[C@@H]1C=C[C@@H](NC(=O)Nc2cccc(F)c2)[C@@H](CO)O1)NCC1CCCCC1	4.3	.
Cc1ccccc1S(=O)(=O)NCC[C@@H]1CC[C@@H](NC(=O)C2CCCC2)[C@@H](CO)O1	0.3	.
COc1ccc(C(=O)C[C@@H]2OC3CCCCC3N2S(=O)(=O)c2ccc(C)cc2)cc1OC (some centres not stated)	23.6	.
Cc1cccc(C)c1NC(=O)C(C1CC1)n1c(-c2ccc(C(F)(F)F)cc2)nc2ccccc21 (configuration not stated)	5.9	.
COC(=O)[C@@]12C[C@@H](CC(=O)NCc3cccs3)C(=O)N(CCc3ccc(OC)c(OC)c3)C1=CCC(C)(C)C2	7.9	.
O=C(N[C@H]1CC[C@@H](CCNS(=O)(=O)c2ccccc2Cl)O[C@@H]1CO)c1ccccc1	-0.2	.
C#CCn1c2ccccc2c(=O)n1CCOc1ccccc1OC	-3.7	.
CC1(C(=O)NCc2ccccc2)CN(S(C)(=O)=O)CC(=O)N1C1CCN(Cc2ccccc2)CC1 (configuration not stated)	-5.4	.
O=c1c(-c2ccco2)nc2ccccc2n1C(CCc1ccccc1)c1nc2ccccc2[nH]1 (configuration not stated)	5.8	.
CC(=O)C[C@@H]1OC2CCCCC2N1S(=O)(=O)c1ccc(C)cc1 (some centres not stated)	2.4	.
CN1C(=O)[C@@](O)(c2cn(C)c3ccccc23)c2cc(Br)ccc21	-7.6	.
CC(C)(C)NC(=O)C(c1ccc(C#N)cc1)n1c(=O)c(-c2ccccc2)nc2ccccc21 (configuration not stated)	0.2	.
COc1ccc(C(C(=O)Nc2ccc(F)cc2)N2CCN(c3ccncc3)CC2)cc1 (configuration not stated)	-8.9	.
COC(=O)C[C@@H]1C=C[C@H](NC(=O)c2ccccc2)[C@@H](CO)O1	-2.0	.
COc1ccccc1OCCn1nc2ccccc2c1OC	-4.0	.
COc1ccc(C2=Nc3ccccc3N(C(=O)c3ccncc3)C2C(=O)NC(C)C)cc1 (configuration not stated)	-5.1	.
CCOC(=O)[C@]12CCCC=C1N(CCc1ccc(OC)c(OC)c1)C(=O)[C@H](CC(=O)NCc1ccc(C)o1)C2	0.7	.
CCNC(=O)C[C@@H]1C=C[C@@H](NS(=O)(=O)c2ccc(F)cc2)[C@@H](CO)O1	-14.7	.
O=C1Nc2ccccc2-n2nnnc2C1N1CCCN(Cc2ccc(F)cc2)CC1 (configuration not stated)	-1.8	.
CC(C)NC(=O)C1(C)CN(S(C)(=O)=O)CC(=O)N1Cc1cccc(F)c1 (configuration not stated)	-3.2	.
COC(=O)[C@@]12C[C@@H](CC(=O)N3CCSCC3)C(=O)N(Cc3ccc4c(c3)OCO4)C1=CCC(C)(C)C2	1.9	.
COc1ccccc1C(C(=O)c1ccccc1)c1ccc2ccccc2c1 (configuration not stated)	16.4	.
Oc1ccc(Cl)c(CN2CCN(c3ncc(Cc4ccccc4)cn3)CC2)c1	1.1	.
Cc1cc(N2CCN(C(C(=O)NC3CCCC3)c3ccc(F)cc3)CC2)c2ccccc2n1 (configuration not stated)	3.4	.
CCOC(=O)CC1(CCc2ccccc2)Oc2ccccc2N1S(=O)(=O)c1ccc(C)cc1 (configuration not stated)	13.8	.
CCCCOCCCNC(=O)C[C@@H]1C[C@@]2(C(=O)OC)CC(C)(C)CC=C2N(Cc2ccccc2)C1=O	9.3	.
CCCCCCCCN1C(=O)[C@H](CC(=O)NCCC(C)C)C[C@@]2(C(=O)OCC)CCC=C12	10.0	.
CC(C)(C)NC(=O)C(c1ccc(-c2ccccc2)cc1)n1c(=O)c(-c2cc3ccccc3[nH]2)nc2ccccc21 (configuration not stated)	7.4	.
CN(C)C(=O)C[C@@H]1C=C[C@@H](NC(=O)C2CCC2)[C@@H](CO)O1	-1.4	.
COc1ccc(CCC(=O)N2c3ccccc3N=C(c3ccc(C(F)(F)F)cc3)C2C(=O)NC(C)(C)C)cc1 (configuration not stated)	29.7	.
Cc1nc2ccccc2n1C(c1cccnc1)c1nc2ccccc2[nH]1 (configuration not stated)	-4.8	.
CC(c1nc2ccccc2[nH]1)n1c(=O)c(-c2cccs2)nc2ccccc21 (configuration not stated)	6.1	.
Cc1nc2ccccc2n1C(C)c1nc2ccccc2n1CC(=O)c1ccc(OC(F)(F)F)cc1 (configuration not stated)	9.2	.
CC(C)c1cc(Cn2c3ccccc3c(=O)n2C(C)Cn2cc(-c3ccc(C(C)(C)C)cc3)nn2)on1 (configuration not stated)	18.7	.
CC(C(=O)NC1CCCC1)n1c(-c2ccncc2)nc2ccccc21 (configuration not stated)	-7.6	.
O=C(NCc1ccccc1)C(c1ccc(-c2ccccc2)cc1)n1c(=O)c(-c2cc3ccccc3[nH]2)nc2ccccc21 (configuration not stated)	4.0	.
O=C(NCc1ccccc1)C1C(c2ccc3c(c2)OCO3)=Nc2ccccc2N1C(=O)c1ccccc1 (configuration not stated)	11.9	.
Cc1cccc(C)c1NC(=O)C1(C)CN(S(C)(=O)=O)CC(=O)N1Cc1ccco1 (configuration not stated)	-6.2	.
CC(C)(C)NC(=O)C(c1cc2ccccc2o1)n1c(-c2ccc(-c3ccccc3)cc2)nc2ccccc21 (configuration not stated)	36.9	.

Six entries out of the list above, sorted by the value under EBI2 block, largest number first.
compound	EBI2 block
CC(C)(C)NC(=O)C(c1cc2ccccc2o1)n1c(-c2ccc(-c3ccccc3)cc2)nc2ccccc21 (configuration not stated)	36.9
Cc1nc2ccccc2n1C(C)c1nc2ccccc2n1CC(=O)c1ccc(OC(F)(F)F)cc1 (configuration not stated)	9.2
CC(C)(C)NC(=O)C(c1ccc(-c2ccccc2)cc1)n1c(=O)c(-c2cc3ccccc3[nH]2)nc2ccccc21 (configuration not stated)	7.4
O=C(NCc1ccccc1)C(c1ccc(-c2ccccc2)cc1)n1c(=O)c(-c2cc3ccccc3[nH]2)nc2ccccc21 (configuration not stated)	4.0
Cc1cccc(C)c1NC(=O)C1(C)CN(S(C)(=O)=O)CC(=O)N1Cc1ccco1 (configuration not stated)	-6.2
CC(C(=O)NC1CCCC1)n1c(-c2ccncc2)nc2ccccc21 (configuration not stated)	-7.6

Next structures.
SMILES	EBI2 block	CCR6 antagonist
FC(F)(F)c1cc(Cc2nc3ccccc3n2C(CCc2ccccc2)c2nc3ccccc3[nH]2)cc(C(F)(F)F)c1 (configuration not stated)	-2.1	.
COCCN1C(=O)CSCC1(C)C(=O)NCc1ccccc1 (configuration not stated)	-1.5	.
O=C(NCC[C@H]1CC[C@H](NS(=O)(=O)c2ccccc2F)[C@@H](CO)O1)c1ccc(F)cc1	-6.3	.
Cc1cccc(-c2ccc(O)cc2CN2CCN(c3ncc(Cc4ccccc4)cn3)CC2)c1	8.7	.

Among those listed so far, these have a nitro group on carbon:
SMILES	EBI2 block	CCR6 antagonist
CC(C)(C)OC(=O)N1CCc2onc(-c3ccccc3[N+](=O)[O-])c2C1=O	-5.5	.
COC(=O)C1C(=O)N(S(=O)(=O)c2ccc([N+](=O)[O-])cc2)c2ccccc21 (configuration not stated)	-0.4	.
